# MBD2 DNA inh = inhibitors of MBD2 binding to methylated DNA, primary screen, biochemical, TR-FRET, DNA-binding domain, human; Methyl-CpG-binding domain protein 2 (Homo sapiens), Q9UBB5; MBD2 binding to methylated oligonucleotide; inhibition, % at 4.4 µM; actives 0.31% (n = 370,000); AID 686964, 2013; in the data active = inhibition above about 13%
# LEDGF integ inh = blockers of LEDGF/p75-dependent integrase strand transfer – biochemical, TR-FRET, high throughput, primary screen | inhibition, % at 3.7 µM | actives 0.64% (n = 370,000) | AID 743269, 2014 | TR-FRET IN-LEDGF/p75 DNA integration, Eu/Cy5 | HIV-1 integrase (with human LEDGF/p75);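 active = inhibition above the screen-wide mean plus 3 SD, cut at about 13% in these data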;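 also: signal is the Cy5 over europium emission ratio at 671 and 618 nm; 0% = plate median of compound wells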
# SIAE primary = human SIAE inhibitors, primary screen, biochemical, fluorescence polarization, FP-Rh probe, 1536-well HTS. Sialate O-acetylesterase (Homo sapiens), Q9HAT2. actives 0.69% (n = 370,000). inhibition, % at 9.66 µM. SIAE FP-Rh probe binding. AID 1053197, 2014;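 active = inhibition above a cutoff: mean of compounds within the control limits plus 3 SD of those, cut at about 17% in these data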;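 also: 0% = plate median of compound wells and 100% = probe without SIAE protein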
# HTRA1 inhibitor = HTRA1 serine protease inhibitors, primary screen, biochemical, fluorescence polarization, HTS | Q92743 | recombinant HTRA1, FP-rhodamine activity-based probe | inhibition, % at 5.96 µM | actives 0.5% (n = 340,000) | AID 504803, 2011; in the data active = inhibition above about 36%;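 also: 0% = enzyme with DMSO and 100% = wells lacking enzyme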
# Target sequence (Q92743 whole entry, looked up): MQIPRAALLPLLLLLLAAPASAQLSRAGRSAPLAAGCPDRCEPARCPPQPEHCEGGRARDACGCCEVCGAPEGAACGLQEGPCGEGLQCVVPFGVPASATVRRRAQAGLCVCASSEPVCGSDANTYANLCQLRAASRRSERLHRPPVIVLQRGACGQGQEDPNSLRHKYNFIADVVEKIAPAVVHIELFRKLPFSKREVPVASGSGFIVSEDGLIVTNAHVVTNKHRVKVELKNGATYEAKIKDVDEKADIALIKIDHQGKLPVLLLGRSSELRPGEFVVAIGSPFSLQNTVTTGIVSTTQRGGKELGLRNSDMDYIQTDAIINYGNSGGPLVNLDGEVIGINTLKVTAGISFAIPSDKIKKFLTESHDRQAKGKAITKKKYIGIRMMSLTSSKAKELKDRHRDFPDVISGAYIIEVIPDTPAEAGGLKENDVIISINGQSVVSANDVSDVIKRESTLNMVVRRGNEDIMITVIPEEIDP
# GC-B act = human GC-B receptor activators, primary screen, HEK293 GC-B cells, cGMP TR-FRET, EC30 CNP; AID 1920062, 2024; actives 0.11% (n = 370,000); Atrial natriuretic peptide receptor 2 (Homo sapiens), P20594; activation, % at 10 µM; 0% at EC30 CNP, 100% saturating CNP;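 active = activation at 10 µM reaching about 35% in either raw or pattern-adjusted values, limit read from the data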
# TCR-CD3 inh = inhibitors of human TCR-CD3 interaction, primary screen, biochemical, fluorescence, TAMRA-labeled TCR probe. T-cell receptor (TCR). inhibition, % at 9.4 µM. actives 0.37% (n = 360,000); in the data active = inhibition above about 19%;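 also: recombinant mutant TCR 2C K166C tagged with TAMRA read by polarization; 0% = receptor in buffer alone and 100% = receptor with positive control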
# PRMT1 FP inh = PRMT1 methyltransferase inhibitors, primary screen, biochemical, fluorescence polarization | AID 652257, 2013 | inhibition, % at 2.79 µM | Protein arginine N-methyltransferase 1 (Homo sapiens), Q99873 | recombinant PRMT1, activity-based probe fluorescence polarization | actives 1.3% (n = 370,000);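 active = inhibition above about 21% made by adding two undisclosed values, limit read from the data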
# TDP2 inh = human TDP2 enzyme inhibitors, primary screen, biochemical, epi absorbance, recombinant enzyme. actives 0.34% (n = 370,000). Tyrosyl-DNA phosphodiesterase 2 (Homo sapiens), O95551. inhibition, % at 12.8 µM. T5PNP hydrolysis, p-nitrophenol absorbance 415 nm;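 active = inhibition above the mean of all tested compounds plus 3 SD, set per campaign, cut at about 25% in these data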;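 also: 0% = DMSO with enzyme and 100% = buffer with substrate but no TDP2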
#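 Incubation: 2 h at 37 °C; Test system: recombinant human TDP2; Quantity: enzyme 120 nM; Read-out basis: percent inhibition; Medium: 50 mM Tris-HCl pH 7.5 with Mg2+, KCl, DTT, BSA; Repeats: single replicate; Compound: 12.8 µM single point, 1% DMSO; Signal: epi absorbance; Reagent: 5 mM T5PNP chromogenic substrate; Benchmarks: no-enzyme high, DMSO-plus-enzyme low.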
# rCAG RNA binder = binders of r(CAG) RNA repeats, primary screen, biochemical, fluorescence | r(CAG) RNA repeat, TO-PRO-1 dye displacement fluorescence | inhibition, % at 3 µM | actives 1.3% (n = 370,000) | AID 651821, 2012;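 active = inhibition above the plate cutoff, the mean of all test compounds on that plate plus 3 SD, cut at about 35% in these data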;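 also: 0% = DMSO alone and 100% = 100 µM mitoxantrone as full dye displacement; higher means more dye released from RNA so lower well fluorescence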
# mABHD4 FP = ABHD4 inhibitors, primary screen, biochemical, fluorescence polarization, mouse; inhibition, % at 8.92 µM; actives 0.54% (n = 370,000); AID 720543, 2013; purified mABHD4, FP-Rh probe fluorescence polarization; (Lyso)-N-acylphosphatidylethanolamine lipase (Mus musculus), Q8VD66;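 active = inhibition exceeding the mean over every tested compound plus 3 SD, cut at about 30% in these data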;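 also: 0% = plate median of compound wells and 100% = S159A mutant with DMSO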
# Target sequence (Q8VD66 whole entry, looked up): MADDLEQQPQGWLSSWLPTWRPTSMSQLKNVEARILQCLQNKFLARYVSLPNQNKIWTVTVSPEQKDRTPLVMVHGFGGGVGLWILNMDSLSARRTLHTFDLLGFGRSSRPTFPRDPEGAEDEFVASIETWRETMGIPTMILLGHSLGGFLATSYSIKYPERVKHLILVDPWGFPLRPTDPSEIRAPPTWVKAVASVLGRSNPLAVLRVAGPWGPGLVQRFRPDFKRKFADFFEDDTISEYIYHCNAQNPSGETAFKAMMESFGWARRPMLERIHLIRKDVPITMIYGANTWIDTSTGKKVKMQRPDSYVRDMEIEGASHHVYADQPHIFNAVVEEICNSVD
#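 Test system: mouse ABHD4 enzyme, wild type. Reagent: FP-Rh fluorescent activity-based probe, added after compound pre-incubation. Timing: pre-incubation 45 min, probe exposure 60 min, at 25 °C. Technique: FP readout, ex 525 nm / em 598 nm. Benchmarks: high control S159A mutant with DMSO, low control median of compound wells.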
# An asterisk follows results filed as active; · = no result given. Not all compounds are listed; the hit share may differ from the screen's.
item	mol	SIAE primary	TDP2 inh	HTRA1 inhibitor	rCAG RNA binder	TCR-CD3 inh	LEDGF integ inh	GC-B act	PRMT1 FP inh	MBD2 DNA inh	mABHD4 FP
1	O=C(N/N=C\c1c(F)c(F)c(F)c(F)c1F)c1ccc(-c2ccccc2)cc1	1.4	1.2	-1.6	2.0	-2.0	-1.1	-0.2	-2.2	-8.2	-3.2
2	Cc1ccc2c(c1)C(C)(C)[C@]1(C)NC(=O)CCN21	-22.3	-4.5	-6.8	-0.2	-15.8	0.3	1.8	0.3	2.3	-105.9
3	Brc1ccc2cccnc2c1	-3.9	-3.7	1.7	-2.4	-4.4	-2.0	0.0	3.9	1.4	0.7
4	CO[C@H]1CN(C)C(=O)c2cc(NC(=O)C3CCOCC3)ccc2OC[C@H](C)N(Cc2nccs2)C[C@H]1C	-0.1	8.0	·	0.1	1.2	0.3	11.0	-2.0	1.6	3.3
5	CCN(CC)c1ccc(/C=N/NC(=O)c2cccc(S(=O)(=O)Nc3ccccc3OC)c2)cc1	11.4	-5.9	6.4	14.4	-2.8	-2.6	-4.7	2.7	0.0	-8.5
6	O=C(Nc1ccccc1O)c1cccc(S(=O)(=O)Nc2ccccc2O)c1	-6.7	10.2	-4.8	7.9	0.0	-3.9	0.6	2.6	3.5	2.3
7	COc1cc(CNc2ncnc3c2ncn3[C@H]2CN(Cc3ccncc3)C[C@@H](CO)O2)cc(OC)c1OC	-0.5	-3.5	·	1.4	0.7	-1.7	2.4	0.7	0.6	0.5
8	O=C(COC(=O)CC1Sc2ccccc2NC1=O)NCc1ccccc1 (stereo not given)	-0.6	-10.1	5.4	1.1	-8.0	1.6	-11.0	-1.5	1.9	-8.9
9	CCCc1c(C(=O)N/N=C/c2ccncc2)nnn1-c1nonc1N	-5.3	-0.7	1.0	-2.4	8.1	-0.3	-0.3	0.6	1.3	-3.9
10	COc1ccccc1CNC(=O)C(NC(=O)c1ccc(C)cc1)C(C)C (stereo not given)	-1.7	-3.8	1.8	-5.2	2.4	-1.2	3.0	-2.4	3.2	2.4
11	CCOC(=O)CCc1c(C)c2ccc(OCc3ccc([N+](=O)[O-])cc3)cc2oc1=O	-2.9	9.7	5.2	4.0	-4.6	1.2	6.9	0.2	2.7	-5.6
12	C=CCSC1=NC(=O)/C(=C/c2cccs2)S1	0.9	0.6	-0.7	6.5	-1.2	3.5	3.4	4.1	3.3	-11.3
13	Cc1ccc(Cc2c(-c3cccc(Br)c3)nc3c4ccccc4ccn23)cc1	-6.9	1.3	·	10.1	4.0	3.8	1.3	-2.7	-1.4	-11.6
14	COc1cc(C(C)=O)ccc1OCC(=O)Nc1ccc(S(=O)(=O)N2CCCCC2)cc1	-1.7	1.8	-3.4	7.3	1.3	-2.4	0.3	-2.9	2.6	-2.0
15	O=C(O)/C(=C\c1ccco1)NC(=O)c1cccc2ccccc12	-0.1	4.4	-6.8	18.3	-2.5	29.3*	-2.2	33.2*	12.7	8.8
16	CC1C(=O)N(Cc2cn(CCC3OCCO3)nn2)CCS(=O)(=O)N1Cc1ccc(-c2ccc(F)cc2)cc1 (stereo not given)	1.0	-9.4	8.7	8.7	-11.6	0.4	-7.1	6.7	-1.4	6.5
17	CSc1ccccc1NC(=O)c1csc(C)c1	1.8	-12.6	-2.2	-1.3	2.2	-2.5	5.3	3.9	7.3	-9.3
18	Cc1nn(CC(=O)NCc2cccc(F)c2)c(=O)c2cccn12	-6.6	0.3	4.9	0.8	15.3	3.4	2.7	-2.3	1.5	-3.2
19	COc1ccccc1CNS(=O)(=O)c1cc(C(=O)NCC2CCCO2)c(Cl)cc1Cl (stereo not given)	8.1	5.7	-2.4	0.3	0.7	0.9	3.8	0.1	3.9	1.9
20	COc1ccccc1N(Cc1ccccc1)S(=O)(=O)c1cccc(C(=O)Nc2ccc(C(C)=O)cc2)c1	5.1	-0.8	-26.6	6.7	7.6	1.6	1.8	-2.1	4.2	5.2
21	COc1cc(-n2cnnn2)ccc1S(=O)(=O)N1CCOCC1	5.3	-10.1	1.7	0.2	-4.7	4.2	6.3	1.6	7.1	-0.4
22	COCc1nc2oc3ccccc3c(=O)c2cc1C(=O)OC	-12.7	5.6	1.5	1.9	2.0	-1.2	-0.4	0.1	6.0	0.8
23	CS(=O)(=O)NNC(=O)c1sccc1OCc1ncc(C(F)(F)F)cc1Cl	2.3	7.9	4.2	-3.2	-0.5	-3.6	-3.6	1.7	0.4	0.0
24	O=C(CCC(=O)N1CCCC1)N1CCCC1	9.2	5.0	-0.1	1.1	11.6	-2.2	-5.7	-0.6	-3.3	5.3
25	CCN1CCN(c2ncnc3c2sc(=S)n3-c2ccccc2)CC1	-0.7	1.1	-2.0	-3.9	1.2	1.1	-8.1	-1.2	0.7	1.3
26	CCN(CC(=O)Nc1c(F)cccc1F)C(=O)c1cc(S(=O)(=O)NCc2ccccc2)ccc1C	1.8	6.8	-2.8	-1.7	2.9	5.5	-2.5	-7.7	-4.5	-4.6
27	COCCN(C(=O)COC(=O)c1c(-c2ccccc2)noc1C)c1c(N)n(Cc2ccccc2)c(=O)[nH]c1=O	6.7	2.3	2.9	-4.8	1.4	-0.4	-9.0	-0.5	-7.3	-2.9
28	Cc1cc(C)nc(NS(=O)(=O)c2ccc(NC(=O)C3(c4ccccc4)CCCC3)cc2)n1	7.6	2.4	-9.1	25.6	0.8	2.6	-1.4	-2.2	-6.7	-1.6
29	CCC1CCCCN1C(=O)N[C@@H](Cc1ccccc1)C(=O)O (stereo not given in full)	7.4	-10.0	-4.2	1.0	3.4	1.7	2.0	3.5	-2.9	-0.2
30	O=C(O)c1ccc(OS(=O)(=O)c2ccc(Cl)s2)c(Cl)c1	-1.0	4.8	-14.7	3.3	3.5	5.5	-1.6	-6.9	0.0	3.0
31	COc1ccc(-c2csc3ncnc(N4CCN(S(=O)(=O)c5ccccc5C#N)CC4)c23)cc1	2.1	-15.3	-13.3	1.8	3.0	-0.9	-5.0	-1.8	0.4	1.7
32	CSc1ccc(OC2(C)CCN(Cc3ccccc3)C2)cc1 (stereo not given)	1.7	5.4	·	-1.0	1.5	-0.5	-4.3	2.7	4.0	-0.3
33	COCCn1c(C)cc(C(=O)COC(=O)c2ccc(N3CCCC3=O)cc2)c1C	-3.1	-2.3	10.0	-2.2	9.0	0.0	2.3	-0.1	-2.5	0.3
34	O=C(Nc1cccc(NC(=O)c2cccs2)c1)c1ccc2c(c1)OCO2	-22.4	11.4	-35.5	4.9	-2.2	0.6	-2.0	1.8	2.0	-10.0
35	CC1CN(C(=S)SCC(=O)c2ccccc2)CC(C)O1 (stereo not given)	-12.0	6.0	-2.5	1.5	-0.4	-1.8	-0.1	1.0	-0.7	1.1
36	Cn1c(=O)c2c(nc(CN3CCN(Cc4ccccc4)CC3)n2Cc2cccc(Cl)c2)n(C)c1=O	-7.7	-1.2	-8.4	2.4	-2.9	3.3	-6.6	-1.8	-2.7	-0.6
37	O=C(Nc1ccccc1Cl)N1CCN(C/C=C/c2ccccc2)CC1	1.2	5.4	7.3	-1.4	-5.8	3.1	-1.4	-1.4	-2.9	1.3
38	Cn1c(CNC(=O)c2ccco2)nnc1SCC(=O)Nc1cccc(F)c1	6.9	9.4	-1.9	0.9	-0.4	-1.2	5.1	0.3	-0.6	4.6
39	S=c1[nH]nc(Cc2cccs2)n1-c1ccccc1	1.7	-8.0	-0.7	0.0	7.2	2.0	0.4	1.7	-3.5	1.4
40	CN(CCc1ccccn1)C(=O)CCC1CCCN(C(=O)c2ccccn2)C1 (stereo not given)	-6.7	-5.3	4.5	-3.2	9.6	-10.5	4.8	0.0	-1.3	-1.5
41	O=C(COC(=O)/C=C/c1ccccc1)NNC(=O)c1ccc([N+](=O)[O-])cc1	-5.5	-13.9	-0.8	9.9	-5.8	0.4	-0.7	2.9	1.3	-10.2
42	CCOC(=O)c1c(C)n(C)c2ccc(OC)c(NC(=O)CN3CCN(C(=O)c4ccco4)CC3)c12	-3.8	-4.2	0.6	-9.4	-5.5	0.1	1.2	-0.3	6.8	-6.4
43	O=C(OCCCN=C1NS(=O)(=O)c2ccccc21)c1ccccc1	-3.6	-13.8	2.8	-2.9	-4.0	-1.5	12.3	3.8	0.8	0.4
44	COc1ccc(-c2cc3cccc(OC)c3oc2=O)cc1	-12.8	7.3	-13.9	5.2	-3.4	0.2	0.2	-0.7	2.0	5.5
45	COc1ccc2c(OC)cc(=O)n(C)c2c1	-5.6	-20.4	3.7	3.8	12.7	6.4	-6.9	-2.9	3.0	-11.3
46	COCCNC(=O)C(c1ccncc1)N(Cc1ccccc1)C(=O)Cn1nnc2ccccc21 (stereo not given)	-2.5	4.4	-1.4	-1.6	-0.2	1.1	0.3	4.1	-4.9	2.7
47	CCCn1c(=S)[nH]c2cc(C(=O)N3CCN(c4ccccc4)CC3)ccc2c1=O	4.5	4.6	-1.6	0.1	-1.2	-0.2	1.1	5.7	1.9	5.4
48	COc1ccc(-c2nnn(Cc3ccccc3)n2)cc1OC	-5.3	1.6	-3.6	-7.4	0.2	-3.1	6.7	-0.9	1.0	-2.4
49	O=C(CSc1nc2ccccc2[nH]1)N/N=C/C=C\c1ccccc1[N+](=O)[O-]	-0.3	10.5	-8.6	1.4	1.0	0.3	-8.0	-1.5	0.8	-7.2
50	COC(=O)Cc1ccc(NC(=S)N2CCN(C)CC2)cc1	6.1	-8.0	3.9	-3.6	-2.8	3.3	1.5	-1.6	-1.8	-6.1
51	COc1ccc(/C=C/C(=O)c2ccc3c4c(cccc24)CC3)cc1	-5.9	2.8	-41.5	5.4	-4.8	0.7	0.9	-4.7	-1.4	1.1
52	Cc1ccc(S(=O)(=O)N2CCN(C(=O)CSc3nccn3C)CC2)cc1	7.8	13.0	4.6	1.0	1.3	1.5	2.5	0.8	1.1	-4.9
53	O=C(Oc1ccc[nH]c1=O)C1CC1	6.2	-4.9	-3.2	2.3	3.2	2.3	-2.4	-1.5	-9.6	8.8

# Screens deposited in PubChem by several laboratories.
